Assay outcomes as filed in PubChem BioAssay.
DRD3 agonist – qHTS of D3 Dopamine Receptor Agonist: qHTS | max activation, % | D3R DiscoveRx beta-arrestin cells, luminescence, 90 min | D(3) dopamine receptor (Homo sapiens), P35462 | AID 652048, 2013 | hit rate 0.58% among 410,000; in the data active = max activation above about 30%; also: 0% is about no effect; mostly tested at two doses, the higher about 12 µM
Target sequence (P35462 whole entry, looked up): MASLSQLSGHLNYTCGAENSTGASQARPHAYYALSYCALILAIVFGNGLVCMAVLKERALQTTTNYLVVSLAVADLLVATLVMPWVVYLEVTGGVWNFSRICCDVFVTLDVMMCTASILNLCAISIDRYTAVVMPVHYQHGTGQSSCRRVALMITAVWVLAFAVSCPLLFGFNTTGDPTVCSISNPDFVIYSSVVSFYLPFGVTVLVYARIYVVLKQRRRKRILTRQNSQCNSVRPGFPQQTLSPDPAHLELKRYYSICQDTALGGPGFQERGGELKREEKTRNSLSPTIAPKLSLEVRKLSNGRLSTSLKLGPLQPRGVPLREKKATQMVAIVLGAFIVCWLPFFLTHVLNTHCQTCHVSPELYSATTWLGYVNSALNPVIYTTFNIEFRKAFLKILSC
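Agonist mode: compounds and dopamine controls were applied to plated cells for 90 min at 37 degrees C after an overnight attachment at 1500 cells/well. Luminescent read-out followed 30 - 60 minutes at room temperature with DiscoveRx detection reagent.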
KB-3-1 tox – qHTS assay for MDR1-selective chemotherapeutics: Primary screen using the parental adenocarcinoma cell KB-3-1; KB-3-1 viability, CellTiter-Glo ATP luminescence, 72 h; Potency, µM (highest dose often 46.1 µM), for the others: top-dose activity change, negative = cytotoxic, actives largely listed as cytotoxic; hit rate 1.4% among 400,000; also: potency is read from the fitted curve at half-maximal effect; % is scaled to controls: 0 for no effect and ±100 for the full control effect; nearly all actives have a fitted effect of over 60% in size
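Parental KB-3-1 viability, qHTS format: 72 h compound exposure, 37 °C; CellTiter-Glo; media-only wells and DMSO plates as controls; concentration-effect fits on corrected data.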
KB-V1 cytotox – qHTS assay for MDR1-selective chemotherapeutics: Primary screen using the drug-selected MDR subline cells KB-V1; AID 1347076, 2019; KB-V1 MDR cells viability, CellTiter-Glo, 72 h; hit rate 3.4% among 400,000; Potency, µM (top dose mostly 46.1 µM), inactives show at the top dose activity change, negative = cytotoxicity, hits mostly cytotoxic; also: potency is read from the fitted curve at half-maximal effect; % is scaled to controls: 0 for no effect and ±100 for the full control effect; nearly all actives have a fitted effect of over 60% in size
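Following 72 h at 37 degrees C with compound, KB-V1 cell viability was read by CellTiter-Glo luminescence, medium being phenol-red-free DMEM plus 10% FBS; concentration-response parameters came from normalized, curve-fitted qHTS data.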
* = called active by the depositor; ? = inconclusive. Unless noted, calls follow the shape of the dose curve; as a rule, active = well fitted cell-killing curve with a large enough effect; inconclusive = small, poorly fitted or top-dose-only effect, or effect the other way; inactive = flat fitted curve, though single readings scatter. Only part of the results is shown; rates above refer to the full screens.

Order of results – DRD3 agonist, KB-3-1 tox, KB-V1 cytotox
1) O=C(/C=C/c1ccc(F)cc1)Nc1nc2n(n1)C(c1ccc(Cl)cc1)C=C(c1ccccc1)N2 (stereo not given)
  2, -2%, -9%
2) O=C(CN1C(=O)CCc2cc(S(=O)(=O)N3CCOCC3)ccc21)Nc1cccc(C(F)(F)F)c1
  0, 9%, 13%
3) Cc1nn(CCCC(=O)Nc2ccccc2C(F)(F)F)c(=O)c2c1sc1ccccc12
  3, -1%, 11%
4) COc1ccc(CNC(=O)C(=O)Nc2c3c(nn2-c2ccccc2)CSC3)cc1
  -2, ?, -13%
5) CCN1CCN(CCCNC(=O)c2cnn(-c3ccc(OC)cc3)c2C2CCN(C(=O)OC(C)(C)C)CC2)CC1
  1, -16%, 20%
6) CC(C(=O)Nc1ccc(OC(F)(F)F)cc1)N1Cc2ccccc2C1=O (stereo not given)
  -2, 10%, -14%
7) O=c1oc2ccccc2n1CCCOc1ccccc1Cl
  -11, 7%, -4%
8) COc1cccc(CNC(=O)CSC2=Nc3ccccc3C3=NC(C)C(=O)N23)c1OC (stereo not given)
  -3, -6%, 9%
9) Cc1ccc(-n2ncc(C(=O)N3CCN(c4ccc(Cl)cc4)CC3)c2C2CCN(C(=O)OC(C)(C)C)CC2)c(C)c1
  3, -7%, -7%
10) Cc1cc(OCC(=O)Nc2ccc(C(=O)OC3CCCCC3)cc2)ccc1Cl
  4, -6%, 27%
11) Cc1cccc(NC(=O)CCN2CCN(c3ccccc3F)CC2)c1
  39*, -8%, 15%
12) Cc1ccc(CSc2nc3ccc(NC(=O)COc4ccc(F)cc4)cc3s2)cc1
  4, 10%, 30%
13) COc1ccc(-c2cc(C(=O)Nc3sc4c(c3C(N)=O)CCC(C)C4)no2)cc1 (stereo not given)
  -17, 7%, -5%
14) Cc1ccc(C(=O)Nc2ccc3oc(-c4cc(Br)ccc4Cl)nc3c2)cc1
  -4, 0%, -14%
15) Cc1c(C(=O)NCC(c2ccc(Cl)cc2)N2CCOCC2)oc2ccccc12 (stereo not given)
  2, 3%, -13%
16) Cc1cccc(C)c1NC(=O)CN(C)S(=O)(=O)c1ccc2c(c1)n(C)c(=O)c(=O)n2C
  -11, -5%, ?
17) COc1ccc(-n2nc(C(=O)Nc3ccc(C)cn3)c3c4ccccc4n(C)c3c2=O)cc1
  7, -5%, 12%
18) Cc1cccc(Cn2c(C)c(CNC3CCCCCC3)c(C(=O)O)c2C)c1
  -16, 23%, ?
19) O=C(NCC(c1cccnc1)N1CCOCC1)C(=O)Nc1cccc(Cl)c1 (stereo not given)
  -2, -9%, -15%
20) CCOC(=O)c1ccc(NC(=O)Cn2c(=O)n(-c3ccc(C)cc3)c(=O)c3c2cnn3C)cc1
  6, 1%, 17%
21) O=C1CC(=O)Nc2cc(S(=O)(=O)Nc3cccc(Br)c3)ccc2N1
  -3, 17%, 28%
22) O=C(NCc1ccc(F)cc1)c1ccc(Cn2c(SCc3ccc(F)cc3)nc3cccnc32)cc1
  5, -7%, 1%
23) Cc1ccc(NC(=O)c2c(C)nn(-c3ccccc3)c2-n2cccc2)c(Cl)c1
  -4, 0%, -34%
24) COC(=O)c1cccc(Cn2nnc3sc4c(c3c2=O)CCC(C(C)(C)C)C4)c1 (stereo not given)
  4, 2%, -5%
25) COC(=O)NCc1c(C)nn(-c2ccccc2)c1-n1cccc1
  1, -9%, 15%
26) COc1ccc(C(=O)Nc2ccc3nc(SCC(=O)N(C)c4ccccc4)sc3c2)cc1
  5, 0%, ?
27) COc1cc(C(=O)Oc2c(Sc3ccccc3)c(C)nn2-c2ccccc2)cc(OC)c1OC
  -3, -2%, -4%
28) COc1ccc(/C=C/C(=O)Nc2ccc(Cl)c(Cl)c2)cc1
  -19, ?, ?
29) O=C(CSc1n[nH]c(-c2ccccc2Cl)n1)NCCc1ccccc1
  2, 3%, 0%
30) O=C(Nc1ccc2nn(-c3ccccc3)nc2c1)c1cc2ccccc2o1
  -1, 12%, 0%

Given with each value named: part of the list above
(12) Cc1ccc(CSc2nc3ccc(NC(=O)COc4ccc(F)cc4)cc3s2)cc1
- DRD3 agonist: 4
- KB-3-1 tox: 10%
- KB-V1 cytotox: 30%
(13) COc1ccc(-c2cc(C(=O)Nc3sc4c(c3C(N)=O)CCC(C)C4)no2)cc1 (stereo not given)
- DRD3 agonist: -17
- KB-3-1 tox: 7%
- KB-V1 cytotox: -5%
(14) Cc1ccc(C(=O)Nc2ccc3oc(-c4cc(Br)ccc4Cl)nc3c2)cc1
- DRD3 agonist: -4
- KB-3-1 tox: 0%
- KB-V1 cytotox: -14%
(15) Cc1c(C(=O)NCC(c2ccc(Cl)cc2)N2CCOCC2)oc2ccccc12 (stereo not given)
- DRD3 agonist: 2
- KB-3-1 tox: 3%
- KB-V1 cytotox: -13%

Carrying on.
Order of results – DRD3 agonist, KB-3-1 tox, KB-V1 cytotox
31) COC(=O)c1cc(C)nc2c1c(=O)nc(SCc1ccccc1F)n2C1CC1
  -9, 16%, -14%
32) CCC(CC)c1nn2cc(-c3ccccc3)nc2s1
  0, 4%, ?
33) CCOC(=O)c1c(C)oc2nc(C)nc(NCC3CCN(Cc4ccc(Cl)cc4)CC3)c12
  -18, 7%, 0%
34) Cc1ccc2c(=O)cc(C(=O)Nc3ccc(S(=O)(=O)N4CCCCC4C)cc3)oc2c1C (stereo not given)
  -6, 5%, ?
35) CCc1ccc(CNC(=O)C2COc3ccccc3C2)cc1 (stereo not given)
  1, -7%, -5%
36) O=C1CN(C(=O)COc2ccc(Cl)cc2Cl)C(c2ccccc2)c2cc(F)ccc2N1 (stereo not given)
  -4, ?, ?
37) CC1CCN(S(=O)(=O)c2ccc3nc(NCc4ccc(N(C)C)cc4)ccc3c2)CC1
  0, ?, ?
38) Clc1ccc(OCc2nc3ccccc3n2Cc2ccccc2)c(Cl)c1
  -3, 4%, -20%
39) COc1ccc(-c2cccc(NS(=O)(=O)c3cc(C)c(OC)c(C)c3C)c2)nn1
  13, 3.7µM*, ?
40) CCOC(=O)c1c(C)[nH]c(C)c1S(=O)(=O)N1CCC(C(=O)Nc2ccc(C)c(N(C)C)c2)CC1
  10, 9%, 16%
41) CCS(=O)(=O)c1nc(S(=O)(=O)c2ccc(Cl)cc2)c(NCc2ccccc2Cl)s1
  -13, -10%, -17%
42) Cc1cccc(Cn2cc(S(=O)(=O)c3ccccc3)c(=O)c3cc(F)c(N4CCOCC4)cc32)c1
  -4, -3%, 3%
43) Cc1ccc(OCC(=O)Nc2ccc3nc(SCC(N)=O)sc3c2)cc1
  -3, 6%, 13%
44) Cc1cc(C)c(NC(=O)C(C)n2c(=O)c(C(F)(F)F)nc3ccccc32)c(C)c1 (stereo not given)
  9, -1%, 0%
45) COc1ccccc1C(=O)Oc1c(Sc2ccccc2)c(C)nn1C(C)(C)C
  -16, 7%, 3%
46) Cc1ccc(CNC(=O)CCCCCn2c(=O)c3sccc3n(CC(=O)C(C)(C)C)c2=O)cc1
  5, -3%, -12%
47) O=C(CCn1cccn1)Nc1cccc(C(F)(F)F)c1
  6, 2%, 24%
48) CCOC(=O)c1cccc(NS(=O)(=O)c2cc3c(cc2C)NC(=O)CO3)c1
  1, -25%, 6%
49) CCCCOc1ccc(CNC(=O)c2ccc(NC(=O)N3CCCCc4ccccc43)cc2)cc1
  -9, -3%, -8%
50) CCOc1ccc(-n2c(=O)c3c(C)c(C)sc3n(CC(=O)N3CCC(C)CC3)c2=O)cc1
  -3, -2%, 17%
51) CCOC(=O)c1ccc(NC(=O)c2cccc3c(=O)c4c([nH]c23)CCCC4)cc1
  4, -1%, 16%
52) Cc1cccc(NS(=O)(=O)c2ccc3c(c2)[C@H]2C=CC[C@H]2[C@@H](c2ccc(F)cc2)N3)c1
  -4, 6%, 27%
53) O=C(CCn1nc(-c2ccccc2)c2ccccc2c1=O)Nc1ccccc1
  -7, -23%, -25%
54) CC(C)(C)OC(=O)N1CCC(c2c(C(=O)NCc3ccccc3)cnn2-c2ccc(F)cc2)CC1
  -7, -5%, -13%
55) COC(=O)c1sc2cccc(F)c2c1S(=O)(=O)NCc1ccc(F)cc1
  0, 8%, 5%
56) COc1ccc(CCN2CCC(CNC(=O)c3cnn(-c4ccc(C)cc4)c3C3CCN(C(=O)OC(C)(C)C)CC3)CC2)cc1
  -29, -24%, ?
57) CC(=O)Nc1ccccc1-c1nc2ccccc2n(C(C)C(=O)c2ccc(C)c(C)c2)c1=O (stereo not given)
  -18, 5%, ?
58) COc1cc(NC(=O)C2CCN(S(=O)(=O)Cc3ccccc3)CC2)c(OC)cc1Cl
  -14, 24%, 4%
59) CCc1ccc(NC(=O)c2cnn(-c3ccccc3)c2-n2cccc2)cc1
  5, -1%, 5%
60) CCOC(=O)c1ccccc1NC(=O)Cn1c2ncccc2c(=O)n1-c1ccccc1
  10, 1%, 6%
61) Cc1ccccc1CNC(=O)Cc1ccc(NC(=O)N2CCCCc3ccccc32)cc1
  3, -4%, 3%
62) COc1ccc(Cl)cc1NC(=O)CSC1=Nc2ccccc2C2=NC(CCC(=O)NCc3ccco3)C(=O)N12 (stereo not given)
  5, -1%, 7%
63) COc1cc(Cl)c(C)cc1NC(=O)c1nn(-c2ccc(C)cc2)c(=O)n(C)c1=O
  4, 5%, -1%
64) COc1cccc(-c2nc(CS(=O)(=O)CC(=O)N3CCN(c4ccccc4)CC3)c(C)o2)c1
  -18, -23%, -9%
65) COc1ccc(OCCn2c(NC(=O)c3ccc(OC)cc3)nc3ccccc32)cc1
  19, ?, ?
66) CC(=O)c1ccc(N2CCN(c3nc4c(S(=O)(=O)c5ccc(C)c(C)c5)nnn4c4ccc(Cl)cc34)CC2)cc1
  -5, -1%, 0%
67) CCOC(=O)c1ccc(NC2(c3ccccc3)C(=O)c3ccccc3C2=O)cc1
  9, -2%, 28%
68) COc1ccccc1CNC(=O)Cn1c(-c2ccc(F)cc2)cc(C(C)=O)c1C
  1, 2%, 5%
69) COc1ccc(-c2[nH]c(-c3ccccc3)nc2SCC(=O)Nc2ccc3c(c2)OCCO3)cc1
  3, -17%, -24%
70) CCc1ccc(NC(=O)CSc2nc3n[nH]c(C)c3c(=N)n2-c2ccccc2C)cc1
  -2, -2%, -15%
71) CCOc1ccc(Nc2ncnc3c2cnn3-c2ccc(F)cc2)cc1
  7, 16%, -8%
72) CC(C)(C)OC(=O)N1CCC(c2c(C(=O)NCc3cccc(Cl)c3)cnn2-c2ccc(F)cc2)CC1
  -12, ?, -12%

Just KB-3-1 tox and DRD3 agonist (three entries from above):
| item | compound | KB-3-1 tox | DRD3 agonist |
| --- | --- | --- | --- |
| 64 | COc1cccc(-c2nc(CS(=O)(=O)CC(=O)N3CCN(c4ccccc4)CC3)c(C)o2)c1 | -23% | -18 |
| 65 | COc1ccc(OCCn2c(NC(=O)c3ccc(OC)cc3)nc3ccccc32)cc1 | ? | 19 |
| 66 | CC(=O)c1ccc(N2CCN(c3nc4c(S(=O)(=O)c5ccc(C)c(C)c5)nnn4c4ccc(Cl)cc34)CC2)cc1 | -1% | -5 |
